Dyrk1A ADPGlo – Dyrk1A (rat) kinase inhibition | hit rate 0.43% among 310,000 | inhibition, % at 12.5 µM | ADP-Glo luminescence, NFATc1 peptide | AID 504441; in the data active means inhibition above about 50%;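 further: plate controls were vehicle with enzyme for no effect and no enzyme for full effect; many of its hits are not listed in these tables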
PolyA inh – inhibitors of polyadenylation in S. cerevisiae. S. cerevisiae SKY197-pL101 polyadenylation reporter, beta-gal luminescence; efflux-impaired pdr1/pdr3 knockout yeast; score 100 = 6 SD above DMSO. calls only at 12 µM. hit rate 0.02% among 300,000;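 active means lowest replicate activity score at least 50, where 100 means six control SD above control mean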;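 further: yeast exposed to compound for 9 h at 30 °C; higher score means more reporter readthrough which indicates perturbed polyadenylation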
TRPC4 PAM – allosteric potentiators of mouse TRPC4 channel. Q9QUQ5. HEK293 TRPC4beta/mu-opioid, DAMGO EC20, Fluo-4 Ca2+ flux; active compounds read high. B-score at 10 µM. hit rate 0.42% among 310,000. AID 2227;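 active means B-score of calcium response area above 5 SD of library B-scores, with initial fluorescence ratio within 5 SD of library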;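 further: B-score of integrated fluorescence ratio over time as area under calcium response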
Platelet DG rel – platelet dense granule release activity; human platelet-rich plasma, SFLLRN dense granule ATP release, luminescence; inhibition, %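 (compounds screened at 7.5 µM in platelet-rich plasma)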; hit rate 0.22% among 300,000; AID 1663;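 active means mean replicate score, as percent of positive control, at or above 50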
KCNK3 block – human KCNK3 channel inhibition, primary screen | hit rate 0.84% among 340,000 | AID 602410 | CHO-KCNK3 thallium flux, FluxOR fluorescence; active compounds read low | O14649 | B-score at 10 µM;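 active means B-score under library mean minus 4 SD, starting fluorescence ratio at most library mean plus 5 SD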;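 further: more negative B-score means stronger inhibition of thallium flux through KCNK3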
TRPC4 act – activators of mouse TRPC4 channel; HEK293 TRPC4beta/mu-opioid, Fluo4 calcium fluorescence; active compounds read high; B-score at 10 µM; hit rate 0.49% among 310,000;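 active means B-score above 5 SD of library B-scores, and initial fluorescence ratio not above library mean plus 5 SD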;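 further: positive B-score marks a calcium rise read as TRPC4 activation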
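Assay system: HEK293 stable line with TRPC4beta plus mu-opioid receptor. Times: dye 45 min RT, read 110 s. Measured by: kinetic Fluo4 calcium fluorescence. Measure: B score of integrated ratio. Controls: assay buffer as low control, maximal DAMGO as high control.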
KCNQ1 block – human KCNQ1 channel inhibition. P51787. AID 2642. B-score at 10 µM. CHO-K1 KCNQ1, FluxOR thallium flux fluorescence; active compounds read high. hit rate 1.3% among 310,000;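 active means compounds whose thallium flux B-score, printed positive for inhibition, exceeds three library SD while starting fluorescence stays within three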;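 further: channel opened by potassium depolarization with thallium stimulus after 20 min compound exposure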
KCNK9 inh – blocks the human KCNK9 two-pore domain potassium channel. hit rate 1.2% among 310,000. AID 488922. B-score at 10 µM. HEK293 KCNK9, FluxOR thallium flux fluorescence; active compounds read low;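 active means ratio B-score over 3 SD below the library mean, with starting fluorescence within 5 SD of its mean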;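 further: negative B-score means less thallium flux so channel inhibition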
hERG protect – compounds protecting human hERG from proarrhythmic drug block. AID 1511. Q12809. CHO-hERG, FluxOR thallium flux, dofetilide IC70 present. activation (rescue from dofetilide block), less the hit threshold, % at 10 µM. hit rate 0.51% among 310,000;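 active means activation above the mean of controls blocked by dofetilide plus 5 SD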;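 further: thallium influx through hERG after potassium depolarization seen as dye fluorescence rise; in these data hits start at about 4.7%; inactives centre near -7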
Target sequence (Q12809 whole entry, looked up): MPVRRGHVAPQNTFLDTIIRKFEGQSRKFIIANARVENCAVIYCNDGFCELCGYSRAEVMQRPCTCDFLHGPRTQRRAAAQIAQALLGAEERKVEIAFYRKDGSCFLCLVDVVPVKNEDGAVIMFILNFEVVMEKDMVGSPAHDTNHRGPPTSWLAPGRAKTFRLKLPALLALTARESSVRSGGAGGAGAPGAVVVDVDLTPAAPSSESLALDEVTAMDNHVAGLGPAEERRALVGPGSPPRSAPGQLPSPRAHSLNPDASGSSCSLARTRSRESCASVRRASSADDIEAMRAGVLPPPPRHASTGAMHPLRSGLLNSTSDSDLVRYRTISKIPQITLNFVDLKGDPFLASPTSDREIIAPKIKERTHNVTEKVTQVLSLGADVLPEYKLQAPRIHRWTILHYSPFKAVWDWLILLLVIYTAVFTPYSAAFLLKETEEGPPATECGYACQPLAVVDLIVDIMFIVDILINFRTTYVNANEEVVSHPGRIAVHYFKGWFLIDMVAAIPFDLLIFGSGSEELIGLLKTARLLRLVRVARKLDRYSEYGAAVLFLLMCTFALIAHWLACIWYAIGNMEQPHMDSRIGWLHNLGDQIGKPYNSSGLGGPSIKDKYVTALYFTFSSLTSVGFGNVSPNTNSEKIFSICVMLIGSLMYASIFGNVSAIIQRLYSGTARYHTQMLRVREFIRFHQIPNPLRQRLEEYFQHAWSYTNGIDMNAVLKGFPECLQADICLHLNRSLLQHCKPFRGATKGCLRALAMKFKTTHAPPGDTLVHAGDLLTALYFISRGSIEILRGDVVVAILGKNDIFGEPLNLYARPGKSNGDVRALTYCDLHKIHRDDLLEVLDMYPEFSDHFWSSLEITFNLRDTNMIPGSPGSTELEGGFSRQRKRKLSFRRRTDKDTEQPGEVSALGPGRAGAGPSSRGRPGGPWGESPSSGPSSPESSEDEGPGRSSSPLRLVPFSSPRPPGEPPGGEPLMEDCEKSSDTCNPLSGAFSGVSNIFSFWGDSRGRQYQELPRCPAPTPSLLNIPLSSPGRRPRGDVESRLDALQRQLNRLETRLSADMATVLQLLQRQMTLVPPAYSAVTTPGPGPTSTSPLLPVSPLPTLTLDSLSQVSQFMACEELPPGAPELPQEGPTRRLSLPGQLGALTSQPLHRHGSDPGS
KCNQ1 act – potentiators or activators of human KCNQ1 potassium channel; P51787; CHO-K1 KCNQ1, thallium flux FluxOR fluorescence; active compounds read high; B-score at 10 µM; hit rate 0.35% among 310,000; AID 2648;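 active means fluorescence ratio B-score, a plate-corrected score, at least three library SD, with initial intensity B-score within 5 SD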
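Assay system: CHO-K1 cells stably expressing KCNQ1; Medium: assay buffer with matched DMSO; Also added: K+/Tl+ depolarizing stimulus; Dosing: single dose; Timing: dye 90 min, compound 20 min, room temperature; Measured by: kinetic FluxOR thallium fluorescence, 10-s 1-Hz baseline, 110-s post-stimulus read; Read-out: peak-minus-minimum fluorescence over initial fluorescence, negative-control normalized, B-scored.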
TRPC4 block – inhibitors of mouse TRPC4 channel; AID 2247; hit rate 0.39% among 300,000; HEK293 TRPC4beta/mu-opioid, DAMGO-evoked Fluo4 calcium flux; active compounds read low; B-score at 10 µM;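 active means B-score over 3 SD under the library average, no early fluorescence shift, positive overall ratio signal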
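Assay system – HEK293 line stably carrying TRPC4beta and mu-opioid receptor · Doses – single dose · Detection – Fluo4 calcium-dye fluorescence, kinetic read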
An asterisk follows results filed as active; i = inactive; · = no result given.

Short forms: A = Dyrk1A ADPGlo; B = PolyA inh; C = TRPC4 PAM; D = Platelet DG rel; E = KCNK3 block; F = TRPC4 act; G = KCNQ1 block; H = KCNK9 inh; I = hERG protect; J = KCNQ1 act; K = TRPC4 block
CCCCn1nnnc1SCC(=O)Nc1sc2c(c1C#N)CCCC2
  A: 14	B: i	C: i	D: -2	E: i	F: i	G: i	H: i	I: -6	J: i	K: i
Brc1ccc(-c2nnc3sc(CN4CCN(c5ccccc5)CC4)cn23)cc1
  A: -2	B: i	C: i	D: -2	E: i	F: i	G: i	H: i	I: -7	J: i	K: i
CN(CC(=O)Nc1ccccc1Cl)C(=O)COC(=O)/C=C/c1ccc(C(F)(F)F)cc1
  A: 7	B: i	C: i	D: -15	E: i	F: i	G: i	H: i	I: -8	J: i	K: i
Cc1cccc(OCC(=O)Nc2ccc(C(=O)c3ccc(C(=O)O)cc3)cc2)c1
  A: 9	B: i	C: i	D: -7	E: i	F: i	G: i	H: i	I: -9	J: i	K: i
COc1ccccc1NC(=O)CCNS(=O)(=O)c1ccc2c(c1)CC(C)N2C(=O)C1CC1 (stereo unspecified)
  A: 1	B: i	C: i	D: -5	E: i	F: i	G: i	H: i	I: -7	J: i	K: i
CCSc1nc2sc3c(c2c(=O)n1CC)CC(C)(C)OC3
  A: 1	B: i	C: i	D: 11	E: i	F: i	G: i	H: i	I: -6	J: i	K: i
CCO[C@@H]1OC(C(=O)N2CCN(Cc3ccc4c(c3)OCO4)CC2)=C[C@H](C)[C@H]1CCCO
  A: ·	B: i	C: i	D: 3	E: i	F: i	G: i	H: i	I: -3	J: i	K: i
O=C(COc1ccccc1-c1ccccc1)NCc1cccc(Cl)c1
  A: -1	B: i	C: i	D: -10	E: i	F: i	G: i	H: i	I: -6	J: i	K: i
Cc1onc(-c2ccccc2)c1C(=O)Nc1ccccc1N1CCOCC1
  A: 1	B: i	C: i	D: -2	E: i	F: i	G: i	H: i	I: -15	J: i	K: i
CCOc1ccc(Br)cc1S(=O)(=O)Nc1nc(CN2CCOCC2)nc2sc(C)c(C)c12
  A: -7	B: i	C: i	D: -31	E: i	F: i	G: i	H: i	I: -13	J: i	K: i
Cc1oc(C(=O)O)cc1COc1ccc2c3c(c(=O)oc2c1)CCC3
  A: 1	B: i	C: i	D: 3	E: i	F: i	G: i	H: i	I: -22	J: i	K: i
O=C(C1COc2ccccc2O1)N1CCN(c2ccccn2)CC1 (stereo unspecified)
  A: 1	B: i	C: i	D: -1	E: i	F: i	G: i	H: i	I: -11	J: i	K: i
CC1CCCCN1CCCNC(=O)C1CCN(c2nnc(-n3cccc3)s2)CC1 (stereo unspecified)
  A: -4	B: i	C: i	D: -2	E: i	F: i	G: i	H: i	I: -5	J: i	K: i
Nc1nnc2c(C(F)(F)F)nc3ccccc3n12
  A: -2	B: i	C: i	D: -5	E: i	F: i	G: i	H: i	I: -3	J: i	K: i
CCCCOC(=O)c1ccc(NC(=O)CSC2=Nc3ccccc3C3CC=NN23)cc1 (stereo unspecified)
  A: ·	B: i	C: i	D: -2	E: i	F: i	G: i	H: i	I: -8	J: i	K: i
Cc1cnc(C(=O)OCC(=O)c2ccc[nH]2)cn1
  A: 12	B: i	C: i	D: -22	E: i	F: i	G: i	H: i	I: -14	J: i	K: i
Fc1ccc(Nc2c(-c3ccco3)nc3ccccn23)cc1
  A: -2	B: i	C: i	D: -2	E: i	F: i	G: i	H: i	I: -9	J: i	K: i
CC(C)(C)c1ccc(C(=O)N2CCN(Cc3ccccc3)CC2)cc1
  A: -5	B: i	C: i	D: -1	E: i	F: i	G: i	H: i	I: -6	J: i	K: i
Cc1noc(C)c1COC(=O)c1cccnc1Cl
  A: ·	B: i	C: i	D: -16	E: i	F: i	G: i	H: i	I: -6	J: i	K: i
CCOC(=O)c1cccc(NC(=O)c2cnccn2)c1
  A: 18	B: ·	C: i	D: -4	E: i	F: i	G: i	H: i	I: -12	J: i	K: i
O=C(COc1ccccc1)NCCSc1ccccc1
  A: -11	B: i	C: i	D: -4	E: i	F: i	G: i	H: i	I: -16	J: i	K: i
COc1ccc(C2NCCc3sccc32)cc1 (stereo unspecified)
  A: -4	B: i	C: i	D: -4	E: i	F: i	G: i	H: i	I: -1	J: i	K: i
CCN(CC(=O)Nc1ccc(NC(C)=O)cc1)C(=O)CCCSc1nc2ccccc2[nH]1
  A: 0	B: i	C: i	D: -6	E: i	F: i	G: i	H: i	I: -8	J: i	K: i
COc1ccc2c(Cl)c(C(N)=O)sc2c1
  A: 84*	B: i	C: i	D: 2	E: i	F: i	G: i	H: i	I: -8	J: i	K: i
COCCNC(=O)C(c1ccco1)N(C(=O)Cn1nnc2ccccc21)c1cccc(C)c1C (stereo unspecified)
  A: -5	B: i	C: i	D: -1	E: i	F: i	G: i	H: i	I: -9	J: i	K: i
CC(=O)Nc1ccc(/C=C/c2nc(-c3ccccc3O)n[nH]2)cc1
  A: 2	B: i	C: i	D: -8	E: i	F: i	G: i	H: i	I: -5	J: i	K: i
Cc1noc(C)c1COC(=O)C1CCN(C(=O)c2ccc(Cl)cc2)CC1
  A: 8	B: i	C: i	D: -16	E: i	F: i	G: i	H: i	I: -12	J: i	K: i
Cc1cc(-n2c(C)cc(C(=O)CSc3nnnn3-c3ccc(Cl)cc3)c2C)no1
  A: 6	B: i	C: i	D: -8	E: i	F: i	G: i	H: i	I: -9	J: i	K: i
CCOC(=O)C1CCN(C/C=C/c2ccccc2[N+](=O)[O-])CC1
  A: -6	B: i	C: i	D: 6	E: i	F: i	G: i	H: i	I: -6	J: i	K: i
O=C(COC(=O)c1ccccn1)Nc1cccc(Cl)c1
  A: -3	B: i	C: i	D: -1	E: i	F: i	G: i	H: i	I: -7	J: i	K: i
Cc1nn(-c2ccccc2)c(Cl)c1/C=C1\SC(=S)N(CCCCCC(=O)O)C1=O
  A: 7	B: i	C: i	D: -5	E: i	F: i	G: i	H: i	I: -20	J: i	K: i
CCS(=O)(=O)c1ccc2c(c1)NC(=O)C(CCO)O2 (stereo unspecified)
  A: ·	B: i	C: i	D: 14	E: i	F: i	G: i	H: i	I: -9	J: i	K: i
Cc1ccc(NC(=O)C2CC(=O)n3ncnc3N2)cc1 (stereo unspecified)
  A: -6	B: i	C: i	D: -4	E: i	F: i	G: i	H: i	I: -2	J: i	K: i
CCCS(=O)(=O)c1nc(S(=O)(=O)c2ccc(C)cc2)c(NCCCN(C)C)s1
  A: -3	B: ·	C: i	D: -5	E: i	F: i	G: i	H: i	I: -15	J: i	K: i
Nc1ccc(O)cc1
  A: ·	B: i	C: i	D: 2	E: ·	F: i	G: i	H: i	I: -6	J: i	K: i
COc1ccc(NC(=O)COC(=O)c2cc(SC)ccc2Cl)c(OC)c1
  A: 3	B: i	C: i	D: 11	E: i	F: i	G: i	H: i	I: -12	J: i	K: i
COc1ccccc1OC(C)C(=O)NNC(=S)NC1CCCC1 (stereo unspecified)
  A: 1	B: i	C: i	D: -5	E: i	F: i	G: i	H: i	I: -3	J: i	K: i
O=C(CSc1ccccn1)N/N=C/c1cccc([N+](=O)[O-])c1
  A: 0	B: i	C: i	D: -8	E: i	F: i	G: i	H: i	I: -6	J: i	K: i
CN(c1ccc(C(=O)N2CCN(Cc3ccccc3)CC2)cc1)S(=O)(=O)c1ccccc1
  A: 23	B: i	C: i	D: -20	E: i	F: i	G: i	H: i	I: -4	J: i	K: i
CCCCSCCCNC(=O)Nc1ccc(CC)cc1
  A: -3	B: i	C: i	D: 0	E: i	F: i	G: i	H: i	I: -6	J: i	K: i
Cc1cc(C)n2nc(/C(C#N)=C/c3ccccn3)c(C#N)c2n1
  A: -2	B: i	C: i	D: 7	E: i	F: i	G: i	H: i	I: -4	J: i	K: i
Cc1ccc2[nH]c3c(c2c1)CN(C(=O)CN1c2ccc(F)cc2CCC1C)CC3 (stereo unspecified)
  A: 2	B: i	C: i	D: -1	E: i	F: i	G: i	H: i	I: -9	J: i	K: i
CS(=O)(=O)N1CCN(c2ccc(NC(=S)NC(=O)c3cccs3)cc2)CC1
  A: 0	B: i	C: i	D: 8	E: i	F: i	G: i	H: i	I: -20	J: i	K: i
O=c1[nH]c(NCc2ccccc2)nc2c1CCCC2
  A: 7	B: i	C: i	D: 1	E: i	F: i	G: i	H: i	I: -4	J: i	K: i
Cc1n[nH]c(C)c1CCCCOc1ccccc1F
  A: -2	B: i	C: i	D: ·	E: i	F: i	G: i	H: i	I: -10	J: i	K: -6*
CCc1cccc(NC(=S)Nc2ccc(CN3CCOCC3)cc2)c1
  A: -2	B: i	C: i	D: 4	E: i	F: i	G: i	H: i	I: -6	J: i	K: i
COc1ccc(C(O)P(=O)(OCC(C)C)OCC(C)C)c(OC)c1 (stereo unspecified)
  A: 3	B: i	C: i	D: 8	E: i	F: i	G: i	H: i	I: 0	J: i	K: i
CCOC(=O)c1ccoc1CSCc1ccc(C(=O)OC)o1
  A: -16	B: i	C: i	D: 0	E: i	F: i	G: i	H: i	I: -10	J: i	K: i
O=C(CN(c1ccc2c(c1)OCCO2)S(=O)(=O)c1ccccc1)N1CCN(Cc2ccccc2)CC1
  A: -3	B: i	C: i	D: -2	E: i	F: i	G: i	H: i	I: -8	J: i	K: ·
COc1cc(Cl)c(S(=O)(=O)N2CCCC2)cc1Cl
  A: -5	B: i	C: i	D: -3	E: i	F: i	G: i	H: i	I: -7	J: i	K: i
O=C(Nc1ccc2c(c1)OCO2)c1c(F)c(F)c(F)c(F)c1F
  A: -4	B: ·	C: i	D: -10	E: i	F: i	G: i	H: i	I: -8	J: i	K: i
O=C(Nc1ccc([N+](=O)[O-])cc1)Nc1ccc2c(c1)OCCO2
  A: -4	B: i	C: i	D: 0	E: i	F: i	G: i	H: i	I: -8	J: i	K: i

One compound at a time (already shown). Order of screens: Dyrk1A ADPGlo	PolyA inh	TRPC4 PAM	Platelet DG rel	KCNK3 block	TRPC4 act	KCNQ1 block	KCNK9 inh	hERG protect	KCNQ1 act	TRPC4 block
CCCCSCCCNC(=O)Nc1ccc(CC)cc1 is listed with -3	i	i	0	i	i	i	i	-6	i	i
CCS(=O)(=O)c1ccc2c(c1)NC(=O)C(CCO)O2 (stereo unspecified) is listed with ·	i	i	14	i	i	i	i	-9	i	i
Cc1ccc(NC(=O)C2CC(=O)n3ncnc3N2)cc1 (stereo unspecified) is listed with -6	i	i	-4	i	i	i	i	-2	i	i

Assay outcomes: PubChem, several laboratories

This is a subset, so the mix of outcomes need not match the whole.
